tuberculosis growth: growth inhibition of non-replicating M. tuberculosis (AID 488890); Mycobacterium tuberculosis non-replicating, growth inhibition; higher % means a stronger effect; inhibition, % at 25 µM, or IC50 in µM where a hit was titrated; actives 0.39% (n = 320,000); in the data active means a potency from the dose series; inconclusive means inhibition mostly from about 82% at the one dose, without a potency; inactive means the rest, 99 in 100 with inhibition below about 76%;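 further: plate controls were DMSO cells for no effect and high antibiotic wells for full effect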
Salmonella PhoP GFP: PhoP regulon inhibitors, Salmonella typhi PhoP promoter GFP reporter, confirmatory (AID 1850); Salmonella Typhi PhoP-promoter GFP reporter, fluorescence, 4 h; higher % means a stronger effect; inhibition, % at 50 µM; hits with a dose series show IC50 in µM; actives 0.33% (n = 310,000); in the data active means a potency from the dose series; inconclusive means inhibition mostly from about 25% at the one dose, without a potency; inactive means the rest, 99 in 100 with inhibition below about 19%;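 further: 0% = induced wells with vehicle and 100% = uninduced wells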
H37Rv inhibition: M. tuberculosis growth inhibition, HTS (AID 449762); M. tuberculosis H37Rv growth inhibition, 7H9 media; higher % means a stronger effect; inhibition, % at 25 µM; hits with a dose series show IC50 in µM; actives 0.59% (n = 330,000); in the data active means a potency from the dose series; inconclusive means inhibition above about 70% without an active follow-up result;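 further: bacterial growth assessed after seven days of incubation; strong numbers were not always called active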
inhibitors of VEEV: inhibitors of VEEV TC-83 cytopathic effect, confirmation, Vero cells (AID 588727) | inhibition, % at 20 µM; hits with a dose series show IC50 in µM | Vero cells, VEEV TC-83 cytopathic effect inhibition; higher % means a stronger effect | actives 0.13% (n = 350,000); in the data active means a potency from the dose series; inconclusive means inhibition mostly from about 14% at the one dose, without a potency; inactive means the rest, 99 in 100 with inhibition below about 12%; further: strong numbers were not always called active
H1N1 NS1A inhibition: H1N1 influenza NS1A inhibitors, functional cell based assay (AID 504329); actives 0.3% (n = 340,000); inhibition, % at 12.5 µM; hits with a dose series show IC50 in µM; NS1A functional cell-based assay, percent inhibition; higher % means a stronger effect; in the data active means a potency from the dose series; inconclusive means inhibition above about 27% without an active follow-up result; further: strong numbers were not always called active
inhibitors of VEEV 10K pilot screen: further read-out of inhibitors of VEEV, marked with its call; inhibition, %; measured here: 10K pilot screen inhibition
* marks the source's active call; other numbers are inactive results; i = inactive; ? = inconclusive; / = not tested or not shown; & = joins results of further samples.

SMILES | tuberculosis growth | Salmonella PhoP GFP | H37Rv inhibition | inhibitors of VEEV | H1N1 NS1A inhibition | others
COc1cc(/C=C(\C#N)c2ccccn2)ccc1OCC(=O)Nc1c(Cl)cccc1Cl | 2% | -12% | -4% | 1.1% | 2%
CCS(=O)(=O)Nc1cccc(C2=NN(S(=O)(=O)CC)C(c3cccs3)C2)c1 (stereo not drawn) | 10% | 4% | 4% | 1.9% | 6%
Cc1ccc(Oc2ccccc2)c(NC=O)c1 | 12% | 23% | 0% | 0.5% | 1%
Cc1nnsc1C(=O)NCc1c(F)cccc1Cl | -15% | -5% | 8% | i | -3%
Cc1noc(C)c1S(=O)(=O)Nc1ccc(C(=O)N2CCN(c3cccc(Cl)c3)CC2)cc1 | 12% | 4% | 3% | i | -2%
COc1ccc(NC(=S)N2CCC(NC(=O)c3ccc(F)cc3)CC2)cc1 | 5% | 4% | 5% | i | -6%
CCOC(=O)c1c(C)[nH]c(C(=O)OCC(=O)NC(C)C)c1C | 6% | 10% | 5% | 0.3% | 0%
Cc1nn(CCc2n[nH]c(=S)n2-c2ccc(F)cc2)c(C)c1[N+](=O)[O-] | -4% | 0% | -2% | i | 7%
O=c1cc(CO)occ1OCc1cccc(F)c1 | 5% | -3% | -10% | i | 2%
O=C(Oc1ccccc1)c1cccnc1Oc1ccccc1 | 62% | 6% | 5% | i | 10%
CCCCN(C(=O)COC(=O)c1ccccc1)c1c(N)n(CCC)c(=O)[nH]c1=O | -7% | / | 0% | 1.5% | 1%
Cc1nnc2n1N=C(c1ccc(OC(F)F)cc1)C(C)S2 (stereo not drawn) | 0% | 1% | 5% | i | 2%
Nc1nc2nn(-c3ccccc3)nc2c(=O)[nH]1 | -4% | -14% | 2% | 0.3% | -3%
CCCCc1c(O)nc(SCC(=O)N2CCOCC2)n(-c2ccc(OC)cc2)c1=O | -8% | 5% | 8% | 1.5% | -25%
CCOc1ccccc1OCC(=O)NNC(=O)Cn1cnc2c1c(=O)n(C)c(=O)n2C | -11% | -13% | 8% | 2.3% | -11%
Cc1ccc(S(=O)(=O)N2CCN=C2SC(C)c2ccccc2)cc1 (stereo not drawn) | 4% | -3% | -3% | 2.1% | -10%
CCC(C)NC(=O)CN1C(=O)CN=C(c2ccccc2)c2ccccc21 (stereo not drawn) | 14% | -8% | 4% | 1.0% | 1%
Cc1ccsc1C(=O)N1CC(=O)Nc2ccccc21 | -7% | -9% | -6% | 6.8% | 4%
CCC(c1nnnn1Cc1ccccc1)N1CCN(C(=O)c2ccco2)CC1 (stereo not drawn) | 13% | 11% | 7% | 0.1% | 1%
COc1cc(C2c3c(oc4c(C)cc(C)cc4c3=O)C(=O)N2Cc2cccnc2)ccc1O (stereo not drawn) | 5% | -3% | -12% | 7.3% | 6%
Cc1ccc(-c2cn(CCC(=O)O)c(-c3ccc(Cl)nc3)n2)cc1 | -6% | -8% | 1% | 0.9% | -8%
O=C(CSc1ccccc1)NC1=NCCS1 | 8% | 22% | -3% | 0.6% | -11%
O=C(CCC1CCCCC1)Nc1nnc(C(F)(F)F)s1 | / | / | / | 1.4% | 1%
O=C(NCCCN1CCOCC1)C1Cc2c(ccc3ccccc23)O1 (stereo not drawn) | 0% | 3% | 2% | 11% | 9%
CCOC(=O)C1CCCN(c2cc(NCCCO)c([N+](=O)[O-])c3nonc23)C1 (stereo not drawn) | 11% | 2% | -13% | / | /
SMILES | tuberculosis growth | Salmonella PhoP GFP | H37Rv inhibition | inhibitors of VEEV | H1N1 NS1A inhibition | others
Cc1cc(C)c2nc(SCC(=O)N3CC(=O)Nc4ccccc43)c(C#N)cc2c1 | 10% | 1% | -2% | 6.2% | 26%
COc1ccc2c(c1)nc(SCC(O)c1ccccc1)n2C (stereo not drawn) | 1% | 5% | 2% | i | 0%
CCNc1nc(Cl)nc(NC2CCCCC2)n1 | -2% | -1% | 5% | i | -11%
Nc1nc(C23CC4CC(CC(C4)C2)C3)[nH]c(=O)n1 | -1% | -1% | 2% | 5.8% | -20%
O=C(N/N=C/c1cccs1)c1cncc(Br)c1 | 4.8µM* | -9% | ? | 0.3% | -2%
Cc1ccc(N=C(NOCc2ccc(Cl)cc2Cl)c2nonc2N)c(C)c1 | -1% | 5% | 34% | 0.5% | -7%
Cc1cc(C[n+]2cc(Cl)ccc2N)c2ncccc2c1 | 12% | 6% | -2% | i | 3%
CN(C(=O)Nc1ccccc1)C1CCCc2ccccc21 (stereo not drawn) | 69% | 4% | 4% | 0.8% | 7%
COc1ccc(C)cc1NC(=O)C/C(C)=N/NC(=O)Cc1cccc2ccccc12 | -7% | -7% | 7% | i | 2%
CCn1c(CSCc2ccc(Cl)cc2)n[nH]c1=S | 24% | 0% | 16% | 4.6% | 6%
CCn1c(SCC(=O)Nc2cc(C)on2)nnc1-c1cccnc1 | 4% | 5% | 1% | i | -11%
O=C(CCCN1C(=O)c2cccc3cccc(c23)C1=O)N1CCN(c2ccccc2)CC1 | 37% | 12% | 8% | i | 6%
CCc1ccc2nc(NC(=O)CCCc3cccs3)sc2c1 | 20% | -3% | 35% | 6.7% | 4%
Cc1cccc(-n2nnc3c(=O)n(Cc4ccccn4)cnc32)c1 | 3% | -5% | 0% | 1.9% | -2%
CCCOC(=O)CSC1=C(C#N)C(c2ccc3c(c2)OCO3)CC(=O)N1 (stereo not drawn) | 16% | 5% | -9% | 2.7% | 4%
Cc1c(S(=O)(=O)N2CCN(C(c3ccccc3)c3ccccc3)CC2)c(=O)n(C)c(=O)n1C | 7% | -5% | -3% | 1.3% | 2%
O=C(NCc1ccco1)C(C(=O)c1ccccc1)n1ccccc1=O (stereo not drawn) | -1% | 3% | -15% | 4.1% | -1%
COc1ccc(-n2nnc3c(=O)n(CC(=O)N4CCCCC4)cnc32)cc1 | -9% | -9% | -16% | 0.3% | 2% | inhibitors of VEEV 10K pilot screen=2.3
Cc1ccc(NC(=O)CN(C)C(=O)c2ccc(NC(=O)CC3SC(N4CCCC4)=NC3=O)cc2)cc1 (stereo not drawn) | -7% | 2% | -3% | 2.5% | -10%
Cc1ccsc1C(=O)OCC(=O)N1CCOCC1 | -11% | -1% | -5% | i | 7%
S=C(Nc1ccccc1)Nc1cccc(Br)c1 | 79% | -4% | 16% | 2.0% | -3%
O=c1oc(-c2cccc(C(F)(F)F)c2)nn1-c1ccc(C(F)(F)F)cn1 | 28% | 8% | ? | 0.8% | -20%
O=c1oc2cc(Oc3ccc(C(F)(F)F)cc3[N+](=O)[O-])ccc2c2c1CCCC2 | 72% | -4% | -3% | 4.1% | 9%
CCn1nc(C(=O)OCC(=O)NCC(C)C)c2ccccc2c1=O | -6% | 0% | -2% | i | -9%
O=C(Nc1ccc2c(c1)OCCO2)C1CCCN(S(=O)(=O)Cc2ccccc2)C1 (stereo not drawn) | -20% | 7% | -6% | 1.2% | 2%

Entries from the list above that contain a furan ring, fused or not, in the order listed:
SMILES | tuberculosis growth | Salmonella PhoP GFP | H37Rv inhibition | inhibitors of VEEV | H1N1 NS1A inhibition | others
CCC(c1nnnn1Cc1ccccc1)N1CCN(C(=O)c2ccco2)CC1 (stereo not drawn) | 13% | 11% | 7% | 0.1% | 1%
O=C(NCc1ccco1)C(C(=O)c1ccccc1)n1ccccc1=O (stereo not drawn) | -1% | 3% | -15% | 4.1% | -1%

Four entries picked at random from those above, as already listed:
SMILES | tuberculosis growth | Salmonella PhoP GFP | H37Rv inhibition | inhibitors of VEEV | H1N1 NS1A inhibition | others
O=C(NCc1ccco1)C(C(=O)c1ccccc1)n1ccccc1=O (stereo not drawn) | -1% | 3% | -15% | 4.1% | -1%
Cc1cc(C[n+]2cc(Cl)ccc2N)c2ncccc2c1 | 12% | 6% | -2% | i | 3%
CCOC(=O)c1c(C)[nH]c(C(=O)OCC(=O)NC(C)C)c1C | 6% | 10% | 5% | 0.3% | 0%
CCc1ccc2nc(NC(=O)CCCc3cccs3)sc2c1 | 20% | -3% | 35% | 6.7% | 4%

Next part.
SMILES | tuberculosis growth | Salmonella PhoP GFP | H37Rv inhibition | inhibitors of VEEV | H1N1 NS1A inhibition | others
Cc1cc(NC(=O)COC(=O)CCNS(=O)(=O)c2cccc(C(F)(F)F)c2)no1 | -14% | 8% | -5% | 0.6% | 0%
Cc1ccc(-n2ncc3c2CC(C)(C)CC3NC(=O)CCc2cccnc2)cc1 (stereo not drawn) | 10% | 0% | -4% | 6.7% | -1%
Cc1ccc(/C=C/C(=O)NCCc2ccccc2)o1 | 75% | 1% | -2% | 0.5% | 0%
Cc1ccc(-n2c(C)nc3ccsc3c2=O)cc1 | 16% | 1% | 9% | i | 1%
Cc1cc(OCC(=O)Nc2ccc(F)c(F)c2)nc(C(C)C)n1 | 16% | -5% | -12% | 1.0% | -3%
Cc1oc(-c2ccc(Cl)cc2)nc1CS(=O)CC(=O)N1CCC2(CC1)OCCO2 (stereo not drawn) | 4% | -7% | -5% | 0.2% | 1%
CCNC(=S)Nc1ccc(S(=O)(=O)Nc2cc(C)nc(C)n2)cc1 | -12% | -10% | -1% | i | 11%
N#Cc1cn(C2OC(CO)C(O)C2O)c2ncnc(N)c12 (stereo not drawn) | / | / | / | 13% | 4%
COC(=O)CCS(=O)(=O)c1ccc(Cl)cc1 | -16% | -7% | -3% | 1.0% | -6%
Cc1onc(-c2ccccc2)c1C(=O)N1CCN(C)CC1 | 5% | 3% | -11% | i | 4%
CN(C)/C=N/c1nc2nccc(-c3ccc(Cl)cc3)n2n1 | -9% | -4% | -4% | 1.7% | -1%
Cc1ccc(CNC(=O)Cn2cnc(S(=O)(=O)N3CCC(C)CC3)c2)o1 | 7% | -3% | -5% | 0.3% | 1%
CCCCCCC[N+](CC)(CC)CCCCc1ccc(Cl)cc1 | ? | 55µM* | 25µM* | 3.1% | -1%
O=C(Cn1[nH]c(=O)c2ccccc2c1=O)OCC(=O)N1CCc2ccccc2C1 | 2% | -6% | -2% | 1.9% | -5%
COc1ccc(OC)c(C(=O)c2ccc(C(=O)N3CCN(Cc4csc(C)n4)CC3)cc2)c1 | 7% | -6% | 6% | 2.2% | /
COc1ccc(CC(=O)O)cc1O | -25% | -2% | 4% | i | 1%
Cc1ccccc1N1C(=S)NC2c3ccccc3OC1(C)C2C(=O)N(C)C (stereo not drawn) | 49% | 6% | -3% | 0.5% | 2%
COc1ccc2nc(C)cc(SCC(=O)O)c2c1 | -11%&-18% | -11%&6% | -10%&-1% | 0.1%&0.2% | 1%&4%
CCS(=O)(=O)c1ccc(O)c(NC(=O)c2ccc(S(=O)(=O)N3CCCCCC3)cc2)c1 | -6% | / | -3% | 3.7% | 1%
O=C(c1cccs1)N(c1cccc(Cl)c1)C1C=CS(=O)(=O)C1 (stereo not drawn) | 5% | 4% | 7% | 0.8% | 2%
CC(Sc1ccccc1)C(=O)N1CCN(S(=O)(=O)c2ccccc2)CC1 (stereo not drawn) | -1% | -10% | -2% | 4.5% | -8%
O=C1CC2(CCCC2)C(=O)N1CN1CCN(S(=O)(=O)c2ccc(F)cc2F)CC1 | 20% | / | 0% | 5.4% | -22%
CSc1ccc(S(=O)(=O)N2CCC(C(=O)NCc3ccco3)CC2)cc1 | 19% | -18% | -2% | 0.6% | 6%
CC1(C)CC(=O)C2=C(C1)N(c1ccccc1)C(=O)CC2c1ccc(O)cc1 (stereo not drawn) | 6% | 6% | 5% | 0.0% | 6%
O=C(CSc1nc2ccccc2[nH]1)Nc1nc(-c2ccccc2)c(-c2ccccc2)o1 | 47% | -13% | -4% | 1.9% | -2%

The last 2 compounds of the part above are carried over, then new ones follow.
SMILES | tuberculosis growth | Salmonella PhoP GFP | H37Rv inhibition | inhibitors of VEEV | H1N1 NS1A inhibition | others
CC1(C)CC(=O)C2=C(C1)N(c1ccccc1)C(=O)CC2c1ccc(O)cc1 (stereo not drawn) | 6% | 6% | 5% | 0.0% | 6%
O=C(CSc1nc2ccccc2[nH]1)Nc1nc(-c2ccccc2)c(-c2ccccc2)o1 | 47% | -13% | -4% | 1.9% | -2%
COc1ccc(N2C(=O)CC(N3CCC(O)(c4ccc(Cl)cc4)CC3)C2=O)cc1 (stereo not drawn) | 26% | -2% | -8% | 0.7% | 15%
c1ccc(-c2noc(-c3cccc4ccccc34)n2)cc1 | 25% | -1% | 35% | 3.0% | -13%
COC(=O)CCCCC1SCC2NC(=O)NC21 (stereo not drawn) | 5% | 4% | -2% | 1.1% | 1%
CCOC(=O)c1[nH]c(C)c(C(=O)OCC(=O)N2c3ccccc3CC2C)c1C (stereo not drawn) | 2% | 4% | -11% | 1.1% | -3%
CSc1nc(C)cc(C)c1C(N)=O | 8% | -6% | 0% | 0.5% | 9%
COc1ccc(NS(=O)(=O)c2cc3c(cc2C)N(C(C)=O)CCO3)cc1 | -32% | 0% | -5% | 0.4% | 3%

Source: PubChem BioAssay (Southern Research Specialized Biocontainment Screening Center)
